Source: PubChem (The Scripps Research Institute Molecular Screening Center)
OXTR agonist: activates the human oxytocin receptor; CHO-OTR cells, Fluo-8 calcium fluorescence; normalized: DMSO 0%, oxytocin 100%; hit rate 0.32% among 320,000; activation, % at 3 µM; P30559;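 active = activation above the mean of all tested compounds plus 3 SD, cutoff set per screening run, cut at about 20% in these data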;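 note: peak over basal fluorescence ratio from a 100 s FLIPR kinetic read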
Target sequence (P30559 whole entry, looked up): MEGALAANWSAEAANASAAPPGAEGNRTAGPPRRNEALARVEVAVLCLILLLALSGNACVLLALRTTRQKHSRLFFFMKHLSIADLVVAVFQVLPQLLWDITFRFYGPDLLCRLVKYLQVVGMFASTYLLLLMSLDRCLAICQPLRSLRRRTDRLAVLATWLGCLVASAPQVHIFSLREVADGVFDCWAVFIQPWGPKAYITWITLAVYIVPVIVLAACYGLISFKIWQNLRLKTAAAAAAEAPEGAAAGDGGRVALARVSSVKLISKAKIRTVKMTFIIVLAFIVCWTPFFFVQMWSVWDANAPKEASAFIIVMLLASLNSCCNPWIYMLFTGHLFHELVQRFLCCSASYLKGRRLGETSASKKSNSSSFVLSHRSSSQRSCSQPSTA
GalR3 antag: human GalR3 antagonism | O60755 | hit rate 0.44% among 360,000 | HEK293 GalR3-CNG cAMP membrane potential fluorescence; galR3 body fused to GalR1 C-terminus | inhibition, % at 3 µM;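 active = inhibition above the screen-wide average plus 3 SD, cut at about 13% in these data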;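 note: forskolin and galanin both at EC90 stimulate the cells; cAMP rise reported by CNG channel membrane potential dye signal; 0% = forskolin plus galanin with DMSO and 100% = forskolin alone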
Target sequence (O60755 1-299 limits assumed): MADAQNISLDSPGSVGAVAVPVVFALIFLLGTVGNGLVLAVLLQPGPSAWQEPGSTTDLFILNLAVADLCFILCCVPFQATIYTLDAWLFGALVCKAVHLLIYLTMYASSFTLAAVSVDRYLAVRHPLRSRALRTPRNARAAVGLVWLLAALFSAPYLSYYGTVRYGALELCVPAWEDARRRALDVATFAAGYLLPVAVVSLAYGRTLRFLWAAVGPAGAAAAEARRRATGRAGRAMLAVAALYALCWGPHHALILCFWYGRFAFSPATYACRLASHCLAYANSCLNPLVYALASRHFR
V1R ag counter: activates human V1a receptor in oxytocin agonist counter-screen; P37288; CHO-V1R cells, Fluo-8 calcium fluorescence, agonist mode; 0% DMSO, 100% 3 nM vasopressin; hit rate 0.25% among 320,000; activation, % at 3 µM; AID 2797;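 active = activation above the mean activation of all tested compounds plus 3 SD, per screening run, cut at about 20% in these data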;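 note: signal is peak over basal fluorescence ratio across a 100 second FLIPR read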
Target sequence (P37288 whole entry, looked up): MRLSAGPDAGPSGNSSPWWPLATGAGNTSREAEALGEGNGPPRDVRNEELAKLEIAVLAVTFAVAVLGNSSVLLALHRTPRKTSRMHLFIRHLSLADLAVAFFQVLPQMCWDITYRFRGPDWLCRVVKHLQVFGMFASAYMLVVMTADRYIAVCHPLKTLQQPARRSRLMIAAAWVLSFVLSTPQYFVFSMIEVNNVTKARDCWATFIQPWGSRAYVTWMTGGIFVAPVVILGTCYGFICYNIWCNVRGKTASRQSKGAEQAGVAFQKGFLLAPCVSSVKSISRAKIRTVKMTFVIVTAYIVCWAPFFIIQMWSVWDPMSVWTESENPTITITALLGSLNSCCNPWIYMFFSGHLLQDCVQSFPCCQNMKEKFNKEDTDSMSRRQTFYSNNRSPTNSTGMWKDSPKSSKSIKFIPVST
* hit, by the source's call. These rows are one share of the data (hit frequency here may not be typical).

SMILES	OXTR agonist	GalR3 antag	V1R ag counter
O=C(COC(=O)Cc1ccc(Br)cc1)NC1CCCC1	-0.6	-6	1.1
Cc1ccc(NC(=O)c2cccc(S(=O)(=O)N3CCCc4ccccc43)c2)nc1	-1.2	-4	-0.1
CCOCc1c(C(=O)Nc2ccc3nc(N4CCOCC4)sc3c2)oc2ccccc12	-1.8	1	3.3
C=C1CCN([C@@H](CC(C)C)C(=O)NCc2ccc(Cl)cc2)S(=O)(=O)c2ccccc21	-2.1	-5	-0.2
O=C(NNC(=O)c1ccc2ccccc2n1)c1ccc(O)cc1	-1.5	-1	-0.3
COc1ccc(S(=O)(=O)N2CCC3(CC2)OCCN3S(=O)(=O)c2cccs2)cc1	0.6	-5	1.6
COc1ccc(S(=O)(=O)N2CCCCCC2)cc1NC(=O)CN1C(=O)NC(C)(c2ccccc2)C1=O (centres undefined)	-0.1	-3	0.0
Cc1noc(C)c1NC(=O)N(C)C[C@H]1Oc2ccc(NC(=O)Cn3cnnn3)cc2C(=O)N([C@H](C)CO)C[C@@H]1C	2.3	-1	1.3
COc1ccc(C(=O)COC(=O)c2ccccn2)cc1OC	1.8	-4	1.2
O=C(CN1C(=O)NC2(CCCCCC2)C1=O)N1CCN(c2ccccc2)CC1	1.8	-5	1.4
O=C(COC(=O)c1ccc(Br)o1)Nc1ccc(N2CCOCC2)cc1	0.5	-3	1.1
COc1ccc(NC(=O)CN(C)C(=O)c2ccccc2CCc2ccccc2)cc1	-0.7	-5	0.4
Cc1cc(NC(=O)C(C)SCC(=O)N(C)CC(=O)Nc2ccc(F)cc2)no1 (centres undefined)	-0.4	-5	0.0
CCC1(c2ccccc2)NC(=O)N(CC(=O)Nc2ccc3c(C)cc(=O)oc3c2)C1=O (centres undefined)	0.1	-4	-0.4
O=S(=O)(c1ccc(SCc2cccc(Cl)c2)nc1)N1CCCC1	1.9	-5	2.0
CC(Sc1nnc(-c2ccco2)n1N)C(=O)NC1CCCCC1C (centres undefined)	-0.3	-3	0.3
Cc1cccc(OCC(=O)NNC(=O)c2cc(S(=O)(=O)N(C)C)ccc2N2CCCC2)c1	0.2	-4	-0.1
O=C(NC(Cc1ccccc1)C(=O)N1CCCC(C(F)(F)F)C1)c1ccccc1 (centres undefined)	-1.7	-3	-1.6
CC(NC(=O)c1cc(S(=O)(=O)N2CCOCC2)ccc1N1CCCC1)c1ccc(Cl)c(Cl)c1 (centres undefined)	-1.9	-4	-0.8
COc1ccc(N2CCN(C(=O)COC(=O)CNC(=O)c3cccc(OC(F)F)c3)CC2)cc1	5.6	-5	3.4
COc1ccc(C(CNC(=O)c2cccc(S(=O)(=O)Nc3ccc(C)cc3)c2)N2CCCCC2)cc1 (centres undefined)	6.5	-1	5.0
Cc1ccc(S(=O)(=O)N2CCN(C(=O)COC(=O)c3cccc(Cl)c3)CC2)c(C)c1	2.7	-7	4.8
COc1ccc(C(=O)OCC(=O)NCc2ccc3c(c2)OCO3)cc1S(=O)(=O)N1CCOCC1	1.3	-3	0.5
COc1cc(OC)cc(C(=O)N[C@H](C(=O)NNC(=O)c2ccc(Br)cc2)C(C)C)c1	-2.0	1	-1.0
CC1(c2nnc(-c3cccc(Cl)c3)o2)CC(c2c(Cl)cccc2Cl)=NO1 (centres undefined)	-1.6	-2	0.1

Quoted at random: 2 entries already listed.
SMILES	OXTR agonist	GalR3 antag	V1R ag counter
Cc1ccc(S(=O)(=O)N2CCN(C(=O)COC(=O)c3cccc(Cl)c3)CC2)c(C)c1	2.7	-7	4.8
O=C(NNC(=O)c1ccc2ccccc2n1)c1ccc(O)cc1	-1.5	-1	-0.3

(cont.)
SMILES	OXTR agonist	GalR3 antag	V1R ag counter
COc1ccc(S(=O)(=O)Nc2cccc3c2O[C@@H](CN(C)Cc2ccc(C(=O)O)cc2)[C@@H](C)CN([C@H](C)CO)C3=O)cc1	0.8	-2	-0.4
COc1ccc(NC(=O)COC(=O)Cc2coc3cc(OC)ccc23)c(OC)c1	-0.6	-4	0.2
CC1(C)CC2CC(C)(CN2C(=O)COC(=O)c2cccc(O)c2)C1 (centres undefined)	1.8	0	1.5
Cc1cccc(NC(=O)c2nc[nH]c2C(=O)N[C@@H](C)c2ccccc2)c1	-0.3	-3	0.3
O=C(COc1ccc(-c2ccccc2)cc1)NNC(=O)Nc1ccccc1	0.6	9	0.6
N#Cc1ccc(C(=O)NC(=S)NC2CCCCC2)cc1	-1.9	-8	-0.8
O=C(Cc1ccc(Br)cc1)OCC(=O)N1CCCCCC1	0.8	-3	0.1
O=C(CSc1nnnn1C1CC1)Nc1ccc(S(=O)(=O)N2CCOCC2)cc1	1.1	-7	0.2
O=S(=O)(Nc1ccc(-c2ccc3nncn3n2)cc1)c1ccccc1F	0.2	-1	-0.2
Cc1cc(C)c(C)c(S(=O)(=O)N2CCC(C(=O)OCC(=O)NC3CCS(=O)(=O)C3)CC2)c1C (centres undefined)	2.0	-7	0.5
COc1cc(OC)cc(C(=O)NC(C(=O)Nc2ccc3c(c2)OCO3)C(C)C)c1 (centres undefined)	-2.0	-1	-0.9
CC(=O)Nc1cccc(NC(=O)CSc2nc(=O)n(CCCN3CCOCC3)c3c2CCC3)c1	0.6	-1	-0.1
Cc1ccccc1OCCC(=O)OCC(=O)NC1CC1	0.3	1	0.3
Cc1cc(C)cc(NC(=O)COC(=O)CC2CCCC2)c1	-1.7	-3	-1.1
Cc1ccc(S(=O)(=O)NCC(=O)OC(C)C(=O)NC(=O)NC2CCCCC2)cc1C (centres undefined)	1.1	-7	5.2
COc1ccc(CCNC(=O)COc2cccc3c2OC(C)(C)C3)cc1OC	-0.9	-6	-0.6
CCN(CC)CCn1c(SCC(=O)Nc2ccc3c(c2)CCC3)nc2ccccc2c1=O	0.3	-1	0.9
Cc1cccc(C)c1NC(=O)CN(C)C(=O)c1cccc(-n2cccc2)c1	-1.9	-5	-1.6
CC(C)C[C@H]1COCCS(=O)(=O)N1Cc1cccc(F)c1	-2.2	-9	-1.4
COc1ccc(NC(=O)c2cc(C)nc3ccccc23)cc1S(=O)(=O)N1CCOCC1	0.7	-4	0.0
CC(=O)Nc1ccc(S(=O)(=O)N(C)CC(=O)OCC(=O)N2CCCC2=O)cc1	0.1	-3	0.6
O=C(NCCCN1CCCC1=O)c1c(O)nc2sccn2c1=O	0.6	-5	-1.0
CC(C)(C)c1ccccc1NC(=O)C1=COCCO1	-0.8	-2	-0.5
Nc1ncnc2c1ncn2C1CCCO1 (centres undefined)	-0.6	-3	0.6
CC(=O)Nc1cccc(C(=O)Nc2ccc(S(=O)(=O)NC3=NCCCCC3)cc2)c1	1.2	-3	0.7

Sorted by molar mass (low to high): some entries from above
SMILES	OXTR agonist	GalR3 antag	V1R ag counter
CC(C)(C)c1ccccc1NC(=O)C1=COCCO1	-0.8	-2	-0.5
Cc1ccccc1OCCC(=O)OCC(=O)NC1CC1	0.3	1	0.3
CC1(C)CC2CC(C)(CN2C(=O)COC(=O)c2cccc(O)c2)C1 (centres undefined)	1.8	0	1.5
Cc1cccc(NC(=O)c2nc[nH]c2C(=O)N[C@@H](C)c2ccccc2)c1	-0.3	-3	0.3
O=C(Cc1ccc(Br)cc1)OCC(=O)N1CCCCCC1	0.8	-3	0.1
O=S(=O)(Nc1ccc(-c2ccc3nncn3n2)cc1)c1ccccc1F	0.2	-1	-0.2
COc1ccc(CCNC(=O)COc2cccc3c2OC(C)(C)C3)cc1OC	-0.9	-6	-0.6
COc1ccc(NC(=O)COC(=O)Cc2coc3cc(OC)ccc23)c(OC)c1	-0.6	-4	0.2
COc1cc(OC)cc(C(=O)NC(C(=O)Nc2ccc3c(c2)OCO3)C(C)C)c1 (centres undefined)	-2.0	-1	-0.9
CC(=O)Nc1cccc(C(=O)Nc2ccc(S(=O)(=O)NC3=NCCCCC3)cc2)c1	1.2	-3	0.7
Cc1ccc(S(=O)(=O)NCC(=O)OC(C)C(=O)NC(=O)NC2CCCCC2)cc1C (centres undefined)	1.1	-7	5.2
COc1ccc(NC(=O)c2cc(C)nc3ccccc23)cc1S(=O)(=O)N1CCOCC1	0.7	-4	0.0
CCN(CC)CCn1c(SCC(=O)Nc2ccc3c(c2)CCC3)nc2ccccc2c1=O	0.3	-1	0.9

(listing goes on)
SMILES	OXTR agonist	GalR3 antag	V1R ag counter
CC(=NNC(=O)c1cccc(S(=O)(=O)N2CCOCC2)c1)c1ccc(Cl)cc1	-0.2	1	1.1
CC(=O)c1ccc(S(=O)(=O)N2CCNC(=O)C2)cc1	1.0	-4	0.2
CC(C)c1ccc(C2(C)NC(=O)N(CC(=O)NC3CCCC(C)C3C)C2=O)cc1 (centres undefined)	-1.0	-9	4.7
CC(C)(C)c1ccc(NC(=O)COC(=O)C2CCCC2)cc1	-2.2	1	-0.7
Cc1cccc(C)c1OCC(=O)Nc1cc(Cl)ccc1-n1cncn1	-1.5	2	-1.2
CN1C(=O)[C@@H]2C[C@@]3([C@@]45C[C@H]6C(=O)N(C)[C@@H](Cc7ccccc7)C(=O)N6[C@@H]4Nc4ccccc45)c4ccccc4N[C@H]3N2C(=O)[C@@H]1Cc1ccccc1	-1.1	-4	0.4
CC(=O)N1CCN(S(=O)(=O)c2ccc3c(c2)CC(=O)N3)CC1	0.8	4	0.8
Cc1cc(NC(=O)CSCC(=O)NC(C)c2ccccc2)no1 (centres undefined)	2.2	-4	1.2
COc1ccccc1-c1nnc(SCC(=O)NC2CC2)n1C	1.8	5	1.2
COCOc1cc(O)c2c(=O)c(OCOC)c(-c3ccc(OCOC)c(OCOC)c3)oc2c1	-0.7	1	-0.3
COc1ccc(C(=O)CN(CCC(=O)O)S(=O)(=O)c2ccc([N+](=O)[O-])cc2)cc1	0.2	-1	0.7
CC(OC(=O)c1ccccn1)C(=O)Nc1ccc(C(F)(F)F)cc1 (centres undefined)	-0.5	-8	0.6
CCOC(=O)[C@@H]1[C@H]2COc3ccc(Br)cc3[C@@H]2N2C(=O)N(c3cccc(Cl)c3)C(=O)[C@@]12C	1.1	-3	1.5
CSc1ncccc1C(=O)Nc1cccc(S(=O)(=O)N2CCCCCC2)c1	-0.7	4	2.0
Cc1cc(NC(=O)c2cccc(Br)c2)n[nH]1	0.5	-5	-0.4
C[C@H](CO)N1C[C@H](C)[C@@H](CN(C)Cc2ccc(Oc3ccccc3)cc2)Oc2c(NC(=O)C3CC3)cccc2C1=O	0.7	-8	0.6
CS(=O)(=O)N1c2ccccc2[C@@]2(Br)C[C@H]3C(=O)N[C@@H](Cc4ccccc4)C(=O)N3[C@@H]12	1.6	1	1.2
Cc1cc(S(=O)(=O)Nc2ccc(C(=O)NCC(c3ccco3)N3CCCCC3)cc2)ccc1F (centres undefined)	3.1	-4	1.7
CCN(CC(=O)Nc1ccc2c(c1)OCCO2)C(=O)c1ccc([N+](=O)[O-])s1	0.9	-4	0.6
Cn1c(=O)c2c(ncn2CC(=O)OCC(=O)Nc2sccc2C(N)=O)n(C)c1=O	0.8	2	0.4
Cc1cc(C)c(OCC(=O)NCC(C)(C)N2CCOCC2)c(C)c1	-0.1	-1	1.2
COc1ccccc1NS(=O)(=O)c1cccc(C(=O)NCC(c2ccccc2OC)N2CCCC2)c1 (centres undefined)	0.6	1	0.3
CC(C)Oc1ccc(S(=O)(=O)N2CCOCC2)cc1NC(=O)C1CCC1	-0.8	-3	-1.3
CC1CN(C(=O)c2cccc(S(=O)(=O)NCc3ccccc3)c2)CC(C)O1 (centres undefined)	0.5	-2	1.2
Cc1ccc(S(=O)(=O)N2CCC(C(=O)NCc3ccccc3CN3CCCC3)CC2)cc1	0.6	-4	0.1

(cont.)
SMILES	OXTR agonist	GalR3 antag	V1R ag counter
CCN(CC(=O)NCc1cccs1)C(=O)c1ccc(S(=O)(=O)Nc2ccccc2F)cc1	-1.1	-2	-1.7
CC(C)c1ccc(S(=O)(=O)N2CCN(C(=O)Cc3ccsc3)CC2)cc1	-0.3	1	0.5
CCOC(=O)c1c(NC(=O)COC(=O)c2cnccn2)sc(C(=O)NC)c1C	-0.8	-1	-1.1
Cc1ccc(C(=O)Nc2ncccc2C)cc1S(=O)(=O)N1CCCCC1	-0.9	-3	-0.5
COCCN(C(=O)c1ccccc1Oc1ccccc1)c1c(N)n(CC(C)C)c(=O)[nH]c1=O	-0.7	-7	0.8
CCN(CC)S(=O)(=O)c1ccc(C(=O)NCC2(N3CCOCC3)CCCCC2)cc1	-0.7	-1	-0.1
COc1cccc(CC(=O)N(CCC2=CCCCC2)c2c(N)n(Cc3ccccc3)c(=O)[nH]c2=O)c1	-0.2	-6	-0.4
Cc1nc2c(C)cccn2c(=O)c1NC(=O)c1ccc2c(c1)OCO2	0.7	2	-0.4
Cc1ccc(C)c(S(=O)(=O)N2CCN(C(=O)c3ccc(-n4cncn4)c([N+](=O)[O-])c3)CC2)c1	-0.4	-1	2.4
CN(C(=O)NC1CC(=O)N(c2ccc3c(c2)OCCO3)C1)c1ccccc1 (centres undefined)	1.1	-4	1.7
CCC(C)N(C(=O)Cn1nc(C)c([N+](=O)[O-])c1C)C1CCS(=O)(=O)C1 (centres undefined)	-0.3	-2	1.2
COC(=O)C1=C[C@@H](C(=O)OC)[C@@H]2C3=C(C(=O)[C@]2(CC(C)C)NC(=O)c2ccccc2)[C@H](C)n2c(=O)n(-c4ccccc4)c(=O)n2[C@@H]3C1	-0.2	14*	-0.9
O=C(COC(=O)C1CC1)NCc1ccc(Cl)cc1Cl	-0.9	-7	-0.4
CS(=O)(=O)c1ccc(NC(=O)CCN2C(=O)C3CC=CCC3C2=O)cc1 (centres undefined)	-0.6	-4	1.0
O=C(CN1CCN(c2cccc(C(F)(F)F)c2)CC1)N(C1CC1)C1CCS(=O)(=O)C1 (centres undefined)	1.0	-3	1.8
Cc1ccc(C(=O)NC(C)c2ccc(-n3ccnc3)cc2)o1 (centres undefined)	0.4	-3	0.6
